Compound activity as filed in PubChem BioAssay.
TDP1 cell noCPT: qHTS for Inhibitors of human tyrosyl-DNA phosphodiesterase 1 (TDP1): qHTS in cells in absence of CPT; DT40 Tdp1-/- hTDP1 cells, no CPT, ATP luminescence, 48 h; Potency, µM (top dose mostly 46.2 µM), without a hit: at the top dose activity change, negative = growth inhibition, actives largely listed as inhibitors; hit rate 15% among 420,000; AID 686978, 2013; note: nearly all actives have a fitted effect of over 55% in size
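Chicken DT40 Tdp1-/- cells stably complemented with human TDP1 were seeded at 400 cells/well with DMSO in place of 20 nM camptothecin. After compound pinning, cells grew at least 48 hr at 37 °C; viability read by CellTiter-Glo luminescence.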
TDP1 block: blocks human tyrosyl-DNA phosphodiesterase 1 | recombinant TDP1, AlphaScreen DNA substrate cleavage | Q9NUW8 | hit rate 0.28% among 350,000 | Potency, µM (titrated, usually from 130 µM), for inactives: top-dose activity change, negative = inhibition, hits mostly inhibitors; note: nearly all actives have a fitted effect of over 40% in size
Target sequence (Q9NUW8 whole entry, looked up): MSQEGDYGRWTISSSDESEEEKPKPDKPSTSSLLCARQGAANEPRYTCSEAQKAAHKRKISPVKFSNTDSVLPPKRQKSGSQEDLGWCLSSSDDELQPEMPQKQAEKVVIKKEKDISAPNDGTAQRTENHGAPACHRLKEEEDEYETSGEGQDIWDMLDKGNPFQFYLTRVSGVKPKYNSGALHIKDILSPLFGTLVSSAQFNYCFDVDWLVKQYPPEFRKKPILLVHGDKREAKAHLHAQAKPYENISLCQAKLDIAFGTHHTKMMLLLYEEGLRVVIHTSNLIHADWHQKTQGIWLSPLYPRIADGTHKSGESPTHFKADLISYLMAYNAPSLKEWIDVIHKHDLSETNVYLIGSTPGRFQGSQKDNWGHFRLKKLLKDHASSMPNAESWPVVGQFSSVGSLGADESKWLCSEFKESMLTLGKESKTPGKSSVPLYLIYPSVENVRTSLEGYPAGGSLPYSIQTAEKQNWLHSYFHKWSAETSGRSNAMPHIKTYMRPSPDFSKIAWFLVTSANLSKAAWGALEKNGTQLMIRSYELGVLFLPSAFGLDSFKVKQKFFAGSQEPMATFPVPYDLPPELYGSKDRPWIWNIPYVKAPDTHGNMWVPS
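Recombinant E. coli-expressed Tdp1 (1 nM) preincubated with compound 15 min at RT, then 5'-biotin/3'-phosphotyrosine-FITC DNA substrate (15 nM) added for 5 min. AlphaScreen beads (10 ug/ml) added, 10 min RT; tyrosine-FITC cleavage read as signal loss.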
TDP1 cell CPT: DT40-hTDP1 cell growth loss with CPT; AID 686979; hit rate 12% among 420,000; chicken DT40 Tdp1-/-;hTDP1 cells + 20 nM CPT, ATP luminescence, 48 h; Potency, µM (titrated, usually from 46.2 µM), inactives show at the highest dose activity change, negative = growth inhibition, most hits filed as inhibitors; note: nearly all actives have a fitted effect of over 55% in size
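Chicken DT40 Tdp1-/- cells stably complemented with human TDP1 were seeded at 400 cells/well in medium containing 20 nM camptothecin, exposed to pin-transferred compounds, and grown at 37 °C for at least 48 hr. Viability was read as ATP luminescence.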
Numbers without * were called inactive; ? = inconclusive; . = no result given; & = joins results of further samples; [ ] = another dose, or the depositor's remark. Calls come from the whole dose curve; as a rule, active = well fitted curve in the direction sought with a large enough effect; inconclusive = small, poorly fitted or top-dose-only effect, or another doubt; inactive = no such curve, though single readings can be large; an effect the other way counts as inactive or inconclusive. % is set by controls: 0 for no effect and ±100 for the full control effect; potency is the fitted concentration of half-maximal effect. The order is random, and some 18% of all compounds hit somewhere here.

SMILES | TDP1 cell noCPT | TDP1 block | TDP1 cell CPT
Cc1cc(-c2ccc(S(=O)(=O)Nc3cccc(C(F)(F)F)c3)s2)on1 | ? | 5% | 21µM*
CCCC(=O)Nc1ccc(Nc2ccccc2)cc1 | -28% | 7% | -26%
COc1ccccc1N(CC(=O)Nc1ccccc1C)S(C)(=O)=O | -6% | -2%[56.1 µM] | 5%
COc1ccc(C(CNC(=O)c2ccc(Cl)c(NC(=O)c3cccs3)c2)N2CCCC2)cc1 (stereo not drawn) | ? | -9% | ?
Cc1ccc(Cl)cc1NC(=O)CSc1nncn1-c1ccccn1 | 5% | 3% | 7%
CCCC(CCC)C(=O)Nc1cccc(C(=O)O)c1 | -7% | -1% | 0%
CCn1ncc(C2=NOC(C(=O)Nc3cccc(O)c3)C2)c1C (stereo not drawn) | -16% | 1% | -19%
Cc1ccc(NC(=O)CCC(=O)N/N=C/c2coc3ccccc3c2=O)cc1 | -21% | . | -28%
CC(C)c1ccc(NC2CCCN(C(=O)c3ccc(Cn4cnnn4)cc3)C2)cc1 (stereo not drawn) | -6% | 6% | -21%
Fc1ccccc1N1CCN(CC2CC3C=CC2C3)CC1 (stereo not drawn) | ? | -1% | ?
CN1C(=O)c2ccccc2C(C(=O)O)C1c1cccc(F)c1 (stereo not drawn) | 26µM* | -3% | ?
O=C(Nc1ccc(OC(F)(F)F)cc1)C1CCCN(C(=O)c2ccc(Cl)cc2)C1 (stereo not drawn) | 12µM* | 1% | 16µM*
O=C(NCCCN1CCCCC1)C1(S(=O)(=O)c2ccc(Cl)cc2)CC1 | -2% | 1% | -1%
COc1cccc(Cn2c(=O)c(-c3cccs3)nc3cncnc32)c1 | 8% | . | -1%
C[n+]1ccn(CC(=O)c2cc(C(C)(C)C)c(O)c(C(C)(C)C)c2)c1 | ? | 1% | ?

New compounds follow:
SMILES | TDP1 cell noCPT | TDP1 block | TDP1 cell CPT
c1ccc(-c2cc(-c3ccccc3)[nH]n2)cc1 | -8% | . | -3%
CCCc1cc(=O)[nH]c(SCC(=O)Nc2nc3ccc(OCC)cc3s2)n1 | -19% | -5% | -24%
CNS(=O)(=O)c1cc(NC(=O)c2cnc(SC)n2-c2ccccc2)ccc1C | 15µM* | 0% | ?
CC(=O)NC(c1ccccc1)c1nc(-c2cccc(C(F)(F)F)c2)cs1 (stereo not drawn) | ? | . | ?
COCCNC(=O)C[C@@H]1C[C@H]2c3cc(NC(=O)Nc4ccc(F)cc4)ccc3O[C@H]2[C@H](CO)O1 | 8.2µM* | . | ?
Cc1cc(OCC(=O)NCc2ccccn2)c2c(C)c(C)c(=O)oc2c1 | ? | -1% | ?
COCCNC(=O)C1CC(=O)N(C2CCCCC2)C1 (stereo not drawn) | -14% | 2% | -10%
Cn1c(-c2ccc3c(c2)OCO3)cc(=O)c2ccccc21 | -11% | 4% | -23%
CCCCCn1c(=N)c(S(=O)(=O)c2ccc(Br)cc2)cc2c(=O)n3cccc(C)c3nc21 | ? | 0% | ?
CN(C)c1cccc(C(=O)N2CCC(c3ccncc3)CC2)c1 | -75% | 7% | 21µM*
O=C(/C=C/c1ccccc1)Nc1nc2n(n1)C(c1ccc(F)cc1)C=C(c1ccccc1)N2 (stereo not drawn) | 8.2µM* | 11% | 7.3µM*
Cc1cc(C)n(-c2ccc(C(=O)Nc3nnc(C)s3)cc2)n1 | -10% | 4% | -3%
CCCn1c(N)c(N(CCOC)C(=O)/C=C/c2cccc(Cl)c2)c(=O)[nH]c1=O | 15% | -6% | 11%
CC(C)CN(C(=O)CCCOc1ccc(Cl)cc1Cl)c1c(N)n(Cc2ccccc2)c(=O)[nH]c1=O | 26µM* | . | ?
O=c1cc(NCc2ccc3c(c2)OCO3)[nH]c(=O)n1-c1ccc(Cl)cc1 | -29% | -9% | 0%

Continued.
SMILES | TDP1 cell noCPT | TDP1 block | TDP1 cell CPT
COc1ccc(OC)c(N(CC(=O)N2CCN(c3cc(Cl)ccc3C)CC2)S(C)(=O)=O)c1 | ? | 5% | 15µM*
CC(/C=N/n1c(-c2ccccn2)n[nH]c1=S)=C\c1ccccc1 | ? | 12% | -26%
O=C1CC(c2ccco2)Cc2nc(Nc3ccc(F)cc3)ncc21 (stereo not drawn) | 23µM* | 7% | ?
COc1ccc(NC(=O)C2=C(C)Nc3nc(SC)nn3C2c2cc(OC)ccc2OC)cc1 (stereo not drawn) | 3% | 11% | 4%
COc1ccc(-c2cc(=O)oc3c(C)c(OCC(=O)NCCCn4ccnc4)ccc23)cc1 | ? | . | ?
C=C(C)Cn1c(N2CCCC2)nc2c1c(=O)n(C)c(=O)n2C | ? | 2% | ?
COc1cc2cc(CN(C(=O)NC3CCCCC3)C3CCCC3)c(=O)[nH]c2cc1OC | ? | 6% | -25%
Cc1cccc(OCC(O)CN2CC3(C)CC2CC(C)(C)C3)c1 (stereo not drawn) | -8% | -3% | ?
CCOC(=O)CSc1nc2cc(C(=O)NCc3ccco3)ccc2c(=O)n1-c1ccc(F)cc1 | -5% | 7% | ?
CCOC(=O)Cn1c2[n+](c3ccccc31)CC(O)CS2 (stereo not drawn) | 12% | 2% | 6%
CCN(CC)S(=O)(=O)c1ccc(OC)c(NC(=O)c2cccs2)c1 | -17% | 0% | -1%
O=C(N/N=C/c1ccc(OCC(=O)N2CCCC2)cc1)C(=O)NC1CC1 | -16% | -3% | 4%
Cc1ccc(N(C(=O)CCCC(=O)Nc2ccccn2)C(C(=O)NC2CCCC2)c2ccc(O)cc2)cc1C (stereo not drawn) | ? | 3% | ?
O=C(C/C=N\OCc1c(Cl)cccc1Cl)Oc1ccc(Cl)cc1Cl | -15% | 6% | -11%
N#C/C(=C\c1ccncc1)c1nc2ccccc2c(=O)[nH]1 | -11% | -1% | -5%

Already shown: entries from further up.
SMILES | TDP1 cell noCPT | TDP1 block | TDP1 cell CPT
COc1ccc(OC)c(N(CC(=O)N2CCN(c3cc(Cl)ccc3C)CC2)S(C)(=O)=O)c1 | ? | 5% | 15µM*
CC(/C=N/n1c(-c2ccccn2)n[nH]c1=S)=C\c1ccccc1 | ? | 12% | -26%

Whole records from above. Screens in order: TDP1 cell noCPT, TDP1 block, TDP1 cell CPT
Cc1cccc(OCC(O)CN2CC3(C)CC2CC(C)(C)C3)c1 (stereo not drawn) as listed: -8%, -3%, ?
COc1ccc(-c2cc(=O)oc3c(C)c(OCC(=O)NCCCn4ccnc4)ccc23)cc1 as listed: ?, ., ?
N#C/C(=C\c1ccncc1)c1nc2ccccc2c(=O)[nH]1 as listed: -11%, -1%, -5%

New compounds follow:
mol,TDP1 cell noCPT,TDP1 block,TDP1 cell CPT
Cc1ccccc1C(=O)NCC(=O)OC(C)C(=O)Nc1ccnn1C(C)C (stereo not drawn),-3%,.,-12%
CCOC(=O)C1CCCN(Cc2ccc(OC)c(OCc3ccccc3)c2)C1 (stereo not drawn),0%,.,-20%
COC(=O)C1(Cc2ccc(O)cc2)OC(=O)C(O)=C1c1ccc(O)cc1 (stereo not drawn),-1%,.,15%
Cc1ccc(NC(=O)Cc2noc3ccccc23)c(C)c1,-17%,3%,13%
CC(C)CCNC(=O)C1c2ccccc2Oc2ccccc21,-2%,0%,28%
O=C(Nc1ccncc1)c1cc(C2CCCCN2C(=O)CCCc2ccccc2)on1 (stereo not drawn),15µM*,.,16µM*
CCOc1ccccc1CNC(=O)C1CCC(=O)N1C(C)C (stereo not drawn),-16%,5%,3%
CCn1c(O)c(N=NC(=O)CNC(=O)/C=C/c2ccccc2)c2ccccc21,?,6%,?
Cn1nc(C(F)(F)F)c(-c2ccccc2)c1NC(=O)c1nccnc1C(=O)O,2%,-1%,-2%
C[C@@H](C(=O)Nc1ccc2ccccc2c1)[C@@H]1C[C@@]1(C)[C@@H](NC(=O)c1cccnc1)c1ccccc1,?,5%&8%,-18%
COc1ccc(OC)c(S(=O)(=O)N2CCC3(CC2)OCCN3S(=O)(=O)c2ccccc2)c1,?,1%,?
COc1ccc(-c2ccc(SCC(=O)NCc3ccc4c(c3)OCO4)nn2)cc1OC,29µM*,3%,?
COc1ccc(CCNC(=O)Cc2ccc(NS(=O)(=O)c3ccc(F)cc3)cc2)cc1OC,-15%,2%,-8%
O=C(Nc1ccccc1)N1N=C(c2cccs2)CC1c1cccs1 (stereo not drawn),?,4%,-29%
CC(C)=CCc1c(C)nc2ccccc2c1C(=O)O,1%,2%,-10%
O=C1CC(c2ccccc2)CC(O)=C1C=Nc1ccccc1Cl (stereo not drawn),-33%,-5%,?
Cc1cc(C(=O)NCc2cccs2)c(C)o1,18µM*,-6%,26µM*
CCCNC(=O)C1(C)CCN(C(=O)c2ccc(OC(F)F)cc2)C1 (stereo not drawn),-16%,.,-16%
COc1ccc(N2CCN(C(=O)COc3ccc4c(C)cc(=O)oc4c3)CC2)cc1,-28%,3%,-21%
CCOc1ccc(C(=O)c2cn(Cc3cccc(OC)c3)c3cc4c(cc3c2=O)OCO4)cc1,?,8%,?

Continued:
mol,TDP1 cell noCPT,TDP1 block,TDP1 cell CPT
CC(C)c1ccc(NC(=O)NCc2ccccn2)cc1,0%,4%,7%
Cc1cc(C(=O)C(=O)N(C)C)c(C)n1-c1ccc(Cl)cc1,18µM*,4%,?
COCCCn1c(SCC(=O)NC2CCCCC2)nnc1-c1ccncc1,2%,2%,-9%
O=C(c1ccc(-c2nnc(-c3ccccc3)o2)cc1)N1CCCCCC1,18µM*,7%,10µM*
O=C(NCC1CCCO1)C(c1ccc(F)cc1)N(CCCN1CCOCC1)C(=O)c1ccc(-c2ccccc2)[nH]1 (stereo not drawn),-29%,5%,-22%
COc1ccc(/C(C)=N\NC(=O)CSc2nnc(C)s2)cc1,-13%,-3%,-6%
COc1ccccc1N1CCN(/N=C/c2cc(OC)c(OC(C)=O)c(OC)c2)CC1,?,.,?
O=C(Cc1ccc(-n2c(=O)c3sccc3n(Cc3ccc(F)cc3)c2=O)cc1)NCc1ccco1,18µM*,7%,16µM*
CC(C)CNC(=O)C(=O)NC1CCCC1,10%,.,2%
CCOC(=O)C(C(C)=O)c1nc(C)nc2c1nnn2Cc1ccccc1Cl (stereo not drawn),?,7%,?
Cc1cc(C)c(C(N)=O)c(Nc2cccc(Cl)c2C)n1,?,6%,?
Cc1nc(C)c(-c2ccc(SCC(=O)Nc3ccc(F)c(F)c3)nn2)s1,9.2µM*,0%,13µM*
O=S(=O)(O)c1ccc(Cl)c(Cl)c1,-10%,.,0%
CCOC(=O)N1CCN(S(=O)(=O)c2ccc(C(=O)Nc3sc4c(c3C(=O)OC)CCN(C)C4)cc2)CC1,?,8%,?
Cc1ccc(NC(=O)CN2CCCCCC2)cc1[N+](=O)[O-],-12%,3%,1%
CC1CCN(C(c2ccc(N(C)C)cc2)c2nnnn2Cc2ccccc2)CC1 (stereo not drawn),?,0%,?
CN(Cc1c(F)cccc1Cl)C(=O)c1cc2ccccc2o1,?,2%,?
COCCCNc1nc2nonc2nc1N1CCN(Cc2cccc(C)c2)CC1,?,.,?
Cc1cc(-c2ccccc2)nc(=O)[nH]1,-1%,2%,-8%
CC(C)N(C)c1ncnc2c1ncn2[C@H]1CN(Cc2cccnc2)C[C@@H](CO)O1,8%,.,5%

Seven entries from above in another layout.
The line under a structure holds: TDP1 cell noCPT	TDP1 block	TDP1 cell CPT
COCCCn1c(SCC(=O)NC2CCCCC2)nnc1-c1ccncc1
  2%	2%	-9%
O=C(c1ccc(-c2nnc(-c3ccccc3)o2)cc1)N1CCCCCC1
  18µM*	7%	10µM*
O=C(NCC1CCCO1)C(c1ccc(F)cc1)N(CCCN1CCOCC1)C(=O)c1ccc(-c2ccccc2)[nH]1 (stereo not drawn)
  -29%	5%	-22%
COc1ccc(/C(C)=N\NC(=O)CSc2nnc(C)s2)cc1
  -13%	-3%	-6%
COc1ccccc1N1CCN(/N=C/c2cc(OC)c(OC(C)=O)c(OC)c2)CC1
  ?	.	?
O=C(Cc1ccc(-n2c(=O)c3sccc3n(Cc3ccc(F)cc3)c2=O)cc1)NCc1ccco1
  18µM*	7%	16µM*
CC(C)CNC(=O)C(=O)NC1CCCC1
  10%	.	2%

(list continues)
mol,TDP1 cell noCPT,TDP1 block,TDP1 cell CPT
Cc1ccc(-c2csc(NC(=O)CSC3=NCCS3)n2)cc1,-29%,1%,?
COc1ccccc1N1C(=O)c2ccc(C(=O)Nc3cccc(C(C)=O)c3)cc2C1=O,1%,.,4%
COc1ccc(N(Cc2ccccc2)S(=O)(=O)c2cccc(C(=O)O)c2)cc1,3%,-1%,-6%
COc1ccc(NC(=O)[C@@H]2CCCN2C(=O)[C@@H]2Cc3ccccc3CN2C(=O)OC(C)(C)C)cc1,23µM*,8%,-22%
